Compound activity (PubChem BioAssay)
DENV2 CPE = inhibitors of DENV2 cytopathic effect; 1.7% of 350,000 active; DENV2-infected cells, cytopathic effect rescue, plate reader; CPE inhibition, % at 9.99 µM; AID 651640; in the data active = CPE inhibition above about 20%, passing the limit was not always enough; inconclusive = no clear call, values can overlap the other calls; tested in BHK-21 cells;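 note: 0% = median of neutral control wells and 100% = median of positive control wells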
GSIS activator = GLuc luminescence reporter in INS-1E cells, primary screen for activators of glucose-dependent secretion of insulin; INS-1E GLuc reporter insulin secretion, 2-3 h; activation, % at 16.6 µM; 0.61% of 370,000 active; AID 743287;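 active = lowest replicate activation of at least 40%, so every replicate reaches that level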;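 note: 0% = median of neutral control wells and 100% = median of IBMX positive control wells; some compounds called inactive have numbers as strong as hits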
F508del corr = correctors of CFTR F508del function in bronchial epithelial cells | 0.36% of 350,000 active | CFBE cells, YFP halide quenching; stimulated with forskolin plus potentiator P3; % fluorescence drop versus neutral controls | activity (quench increase), % at 7.58 µM;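 active = mean added fluorescence quench of at least 8% versus neutral control, with both replicates also reaching 8%; inconclusive = only one of the mean or replicate conditions met; inactive = mean below 8% and not both replicates reaching 8%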;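 note: cells transiently co-express mutant CFTR-F508del with the halide-sensitive YFP; corrector assay measuring rescue of mutant channel to the surface after 24 h compound exposure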
miR122 inh = miR-122 inhibition in Huh7 cells; Huh7 miR-122 Renilla luciferase sensor, 48 h; neutral wells = 0, positive control = 100; activation (reporter increase), % at 12.5 µM; 0.3% of 340,000 active; AID 602342;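 active = mean replicate activation score at least 90 and every replicate individually at or above 90; inconclusive = only one of the two criteria met; inactive = neither criterion met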;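 note: higher luciferase means less miR-122 activity so hits act as miR-122 inhibitors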
PAX8 reporter = inhibitors of PAX8 transcriptional activity in RMG-I cells; RMG-I TPO-luciferase reporter, SteadyGlo, 24 h; 1.2% of 360,000 active; inhibition, % at 12.6 µM;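 active = mean replicate inhibition at least 60% with every replicate also reaching 60%; inconclusive = only one of the two criteria is met; inactive = mean below 60% and not all replicates reaching 60%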;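 note: luciferase light reporting Pax8 driven TPO promoter activity; plate controls were median of neutral control wells for no effect and mitoxantrone controls for full effect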
EWS-Fli inh = EWS/Fli transcriptional activity inhibition. A673 NR0B1-luciferase reporter, viability-normalised. inhibition, % at 12.6 µM. 0.67% of 350,000 active. AID 651661;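 active = mean inhibition of at least 50% after viability correction, with every replicate also passing that limit; inconclusive = mean reaches 50% but only one of two replicates passes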;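 note: firefly luciferase signal divided by Alamar Blue viability fluorescence both relative to DMSO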
FN deposition inh = fibronectin deposition inhibition. AH1F fibroblasts, Alexa488-fibronectin deposition fluorescence, overnight. 0.086% of 350,000 active. inhibition, % at 12.6 µM;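 active = mean inhibition across replicates of 30% or more, regardless of how many single replicates reach that level; inconclusive = mean under 30% yet at least half of replicates reach 30%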;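 note: positive control wells lacked labelled fibronectin entirely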
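test system = AH1F fibroblasts assembling fluorescent fibronectin matrix | quantity = 10000 AH1F cells per well | buffer or medium = DMEM plus 2% serum, read in PBS | doses = single dose, pinned | incubation = 1 h cell attachment, overnight exposure to compound and label | detection = fluorescence at 485 nm excitation, 525 nm emission | read-out basis = inhibition from reduced deposited-fibronectin fluorescence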
Active calls of the source: *; ? = inconclusive; nt = no result given; & = joins results of further samples; [ ] = dose if it differs, or a comment.

item	structure	DENV2 CPE	GSIS activator	F508del corr	miR122 inh
1	Cc1cccc(NS(=O)(=O)c2ccc3c(c2)Cc2cc(S(=O)(=O)Nc4cccc(C)c4C)ccc2-3)c1C	-4	12	3.6	0
2	CCc1ccc(NC(=O)[C@H](Cc2c[nH]c3ccccc23)NC(=O)[C@@H]2Cc3ccccc3CN2)cc1	-2	4	7.2	11
3	Cc1cc(NC(=O)COC(=O)c2oc3c(Cl)cccc3c2C)no1	nt	65*	nt	-7
4	C[n+]1cc(C(=O)N2CCCCC2)ccc1/C=C/c1c[nH]c2ccccc12	-3	-3	5.8	nt
5	C[C@H](CO)N1C[C@H](C)[C@@H](CN(C)Cc2ccc(Cl)c(Cl)c2)OCCCC[C@H](C)Oc2ccc(NS(=O)(=O)c3cccs3)cc2C1=O	-13	-16	1.9	-3[16.7 µM]
6	C[C@H](CO)N1C[C@H](C)[C@H](CN(C)C(=O)Nc2ccccc2)OCCCC[C@H](C)Oc2ccc(NC(=O)C3CCCCC3)cc2C1=O	?	-4	0.6	-7[16.7 µM]
7	Cc1ccccc1NC(=S)NCCO	2	-20	-0.4	nt
8	O=C(NN1C(=O)C2C3C=CC(C3)C2C1=O)C(O)c1ccccc1 (stereo not given)	5	11	1.3	nt
9	C[C@@H]1CCCCO[C@@H](CN(C)C(=O)Nc2ccc(C(F)(F)F)cc2)[C@@H](C)CN([C@H](C)CO)C(=O)c2cc(NC(=O)C3CCCCC3)ccc2O1	27*	10	1.9	26[16.7 µM]
10	C[C@@H]1CN([C@@H](C)CO)C(=O)c2cc(-c3cccnc3)cnc2O[C@H]1CN(C)Cc1ccc(Oc2ccccc2)cc1	7	-3	-0.3	-8[16.7 µM]

item	PAX8 reporter	EWS-Fli inh	FN deposition inh
1	25	6	6
2	nt	-77	nt
3	19	nt	3
4	22	15	-4
5	71*	10	-5
6	-9	1	1
7	-5	-2	-3
8	-9	10	-11
9	-17	-11	nt
10	6	5	5

Later entries:
item	structure	DENV2 CPE	GSIS activator	F508del corr	miR122 inh
11	CC(=O)NC(Cc1ccc(O)cc1)C(=O)NN (stereo not given)	4	-4	-3.4	nt
12	O=C(NCc1cccs1)C1CCN(S(=O)(=O)c2ccc(Cl)cc2)CC1	nt	-8	-4.8	nt
13	CN(C)c1ccc(/C=N/NC(=O)c2nnn(-c3nonc3N)c2CN2CCCCCC2)cc1	-11	0	2.8	nt
14	Cc1nc([N+](=O)[O-])cn1CC(=O)NCCCO	nt	8	nt	nt
15	COc1ccc(N2CCN(C(=O)COC(=O)[C@@H](NC(=O)OCc3ccccc3)C(C)C)CC2)cc1	-6	-40	-5.2	nt
16	O=C(NCc1cccc(C(F)(F)F)c1)c1ccc2nc([C@H]3C[C@H](O)[C@@H](CO)O3)[nH]c2c1	-12	nt	-1.2	2
17	COc1c(OC(C)=O)ccc(/C=N\NC(=O)c2ccc(Br)cc2)c1[N+](=O)[O-]	?	-19	0.5	0
18	Cc1ccc(-n2c(SCC(=O)N3CCC(C(=O)O)CC3)nc3ccccc3c2=O)cc1C	32*	8	-1.3	nt
19	CCO[C@H]1OC(C(=O)O)=C[C@@H](c2ccccc2)[C@@H]1CCCO	-2&-5	0	2.5&-0.3	-4
20	C[C@@H]1CN([C@@H](C)CO)C(=O)Cc2cc(NC(=O)C3CCCCC3)ccc2O[C@H]1CN(C)S(=O)(=O)c1cn(C)cn1	19	0	-2.6	-7[16.7 µM]

item	PAX8 reporter	EWS-Fli inh	FN deposition inh
11	-8	-2	-8
12	-9	8	-6
13	-14	-5	0
14	1	nt	1
15	13	6	-1
16	13	-11	5
17	-37	5	-4
18	-101	-78	0
19	-11&0	-10&-3	1
20	-14	0	nt

Continued.
item	structure	DENV2 CPE	GSIS activator	F508del corr	miR122 inh
21	CCOC(=O)N1CCN(C(=O)C2CCCN(S(=O)(=O)c3ccc(OCC)cc3)C2)CC1 (stereo not given)	6	-7	1.3	-9
22	COc1ccccc1NC(=O)c1cc(S(=O)(=O)NC2CCCC2)ccc1F	-9	-1	0.5	68
23	COc1ccc(NC(=O)COC(=O)CCc2ccccc2)c(OC)c1	19	8	0.4	2
24	CCN1CCN(C(=O)c2c(-c3c(Cl)cccc3Cl)noc2C)CC1	-2	-5	-0.7	-3
25	Cc1cc(OCC(=O)NCCc2cccc(F)c2)c2c(C)cc(=O)oc2c1	4	3	-1.7	6
26	COCC#Cc1ccc2c(c1)O[C@H](CN(C)C(=O)CN(C)C)[C@H](C)CN([C@H](C)CO)S2(=O)=O	14	3	-0.2	-16[16.7 µM]
27	O=[N+]([O-])c1cc(-c2ccc(/C=N\n3cnnc3)o2)cc([N+](=O)[O-])c1	8	0	0.4	nt
28	NC(=O)NC(=O)COC(=O)c1cccc(NS(=O)(=O)/C=C/c2ccccc2)c1	-4	-16	0.0	nt
29	O=C(C[C@@H]1CC[C@@H]2[C@H](COC[C@H](O)CN2S(=O)(=O)c2cccc(Cl)c2)O1)Nc1ccccc1	2	-13	-1.2	0[16.7 µM]
30	Cn1cc(CNC(=O)/C=C/c2ccc(Cl)cc2)cn1	15	2	0.6	nt

item	PAX8 reporter	EWS-Fli inh	FN deposition inh
21	12	nt	5
22	11	nt	2
23	13	-3	0
24	12	-5	7
25	3	3	-17
26	nt	-1	12
27	-3	9	-2
28	9	8	-2
29	-8	-4	-1
30	24	-9	0

The list goes on:
item	structure	DENV2 CPE	GSIS activator	F508del corr	miR122 inh
31	C=C(C)CSc1nnc([C@@H](NC(=O)OC(C)(C)C)C(C)CC)o1 (stereo not given in full)	nt	nt	nt	3
32	CO[C@@H]1CN(C)C(=O)c2ccc(NC(C)=O)cc2OC[C@@H](C)N(C(=O)CC2CC2)C[C@@H]1C	-3	9	0.7	-9[16.7 µM]
33	CCOc1ccc(CNC(=O)Cn2ccc3cc(S(=O)(=O)N4CCCC4)ccc32)cc1	5	-20	0.1	3
34	C[C@@H]1CN([C@H](C)CO)C(=O)c2cc(NC(=O)CCN3CCOCC3)ccc2O[C@@H]1CN(C)Cc1ccc(C(F)(F)F)cc1	8	1	-3.0	3[16.7 µM]
35	CCOc1ccccc1NC1c2ccccc2C(=O)N1Cc1ccco1 (stereo not given)	5	-40	-1.6	nt
36	COc1cc2c(cc1OC)-c1nncn1C(C)(C)C2	nt	nt	nt	-4
37	NC(=O)NCCCC(NC(=O)c1ccc(C#CC2(O)CCCCC2)cc1)C(=O)O (stereo not given)	6	5	-2.4	nt
38	Cn1ncc(C(=O)N=S(C)(=O)c2ccccc2)c1[N+](=O)[O-] (stereo not given)	7	-2	1.8	nt
39	O=C(NCCc1ccccn1)c1nc(Cn2ccc([N+](=O)[O-])n2)no1	-7	7	2.0	-1
40	CCCNC(=O)N1[C@H](CNC(=O)c2ccccc2)[C@@H](c2ccccc2)[C@@H]1CO	-5	-3	-0.5	-6[16.7 µM]

item	PAX8 reporter	EWS-Fli inh	FN deposition inh
31	-3	nt	-8
32	0	3	2
33	12	10	11
34	10	nt	-6
35	17	-4	2
36	7	nt	0
37	-6	4	5
38	-4	-3	-1
39	-8	-10	5
40	1	11	nt

(list continues)
item	structure	DENV2 CPE	GSIS activator	F508del corr	miR122 inh
41	Cn1cc(/C=N\NC(=O)c2cccs2)c2ccccc21	-6	-15	-1.4	nt
42	Nc1cc(N)nc(SCC(=O)NCC(=O)Nc2ccc(F)c(F)c2F)n1	4	4	0.5	-5
43	COc1ccccc1-n1c(SCC(=O)NCc2ccc3c(c2)OCO3)nc2cc([N+](=O)[O-])ccc21	-3	-20	2.3	nt
44	CCCc1nnc(NC(=O)Nc2ccc(OC)cc2)s1	9	nt	-0.9	1
45	C[C@H](CO)N1C[C@H](C)[C@H](CN(C)C(=O)c2ccccc2)OCCCC[C@H](C)Oc2ccc(NC(=O)NC3CCCCC3)cc2C1=O	-4	-23	-0.8	17[16.7 µM]
46	Cc1ccc(SCC(=O)N2N=CCC2c2ccccc2)cc1 (stereo not given)	4	-16	0.5	-3
47	COc1ccccc1N1CCN(/N=C/c2ccccc2C(=O)O)CC1	-3	-3	0.9	2
48	CCCc1cc2c(O)ccc(O)c2c(=O)o1	2	7	-1.5	nt
49	CCn1cc(C(=O)O)c(=O)c2cc(F)c(N3CCN(C(=S)NC(=O)c4cc(OC)cc(OC)c4)CC3)cc21	3	11	0.2	-12
50	N#Cc1c(Cl)cccc1N1CCSCC1	36*	2	-2.3	nt

item	PAX8 reporter	EWS-Fli inh	FN deposition inh
41	-196	-116	3
42	10	0	-15
43	20	7	1
44	-45	-21	1
45	-26	-5	-7
46	-14	-9	-2
47	12	2	0
48	3	1	4
49	0	-1	-4
50	-11	-4	4

A few values from above.
`Cn1cc(/C=N\NC(=O)c2cccs2)c2ccccc21` in EWS-Fli inh has -116
`Cc1ccc(SCC(=O)N2N=CCC2c2ccccc2)cc1` (stereo not given) in miR122 inh has -3

Back to the main list; the 3 compounds before the break are reprinted first.
item	structure	DENV2 CPE	GSIS activator	F508del corr	miR122 inh
48	CCCc1cc2c(O)ccc(O)c2c(=O)o1	2	7	-1.5	nt
49	CCn1cc(C(=O)O)c(=O)c2cc(F)c(N3CCN(C(=S)NC(=O)c4cc(OC)cc(OC)c4)CC3)cc21	3	11	0.2	-12
50	N#Cc1c(Cl)cccc1N1CCSCC1	36*	2	-2.3	nt
51	COc1ccc(C2C=C(C34CC5CC(CC(C5)C3)C4)NC(=S)N2)cc1 (stereo not given)	nt	3	nt	nt
52	O=C(O)C(Cc1ccc(Cl)cc1)NS(=O)(=O)c1ccc(Cl)cc1 (stereo not given)	23*	0	-1.9	1
53	Cc1c(NC(=O)C2CCCN(S(=O)(=O)c3cnc[nH]3)C2)c(=O)n(-c2ccccc2)n1C (stereo not given)	-6	-3	-2.6	-1
54	CC1CCC(NC(=O)Nc2cccs2)CC1 (stereo not given)	nt	nt	nt	14
55	Cc1ccc(C(=O)c2ccccc2C(=O)Nc2ccccc2)cc1	?	-5	-11	3
56	COc1ccc(-c2ccc3c(c2)O/C(=C\c2ccsc2)C3=O)cn1	-4	2	-4.0	-3

item	PAX8 reporter	EWS-Fli inh	FN deposition inh
48	3	1	4
49	0	-1	-4
50	-11	-4	4
51	-4	nt	-9
52	2	-7	-2
53	-7	-9	-5
54	-113	nt	-3
55	1	-12	-6
56	-59	-62	-4

GSIS activator, what is marked active above.
cpd	Compound	DENV2 CPE	GSIS activator	F508del corr	miR122 inh
3	Cc1cc(NC(=O)COC(=O)c2oc3c(Cl)cccc3c2C)no1	nt	65*	nt	-7
